From PubChem
Tn7 DDE FP – DD(E)-Tn7 binding inhibition, primary FP screen. FP displacement of FITC-Tn7 peptide from fibrin DD(E); 0% = median of compound wells per plate. inhibition, % at 8.3 µM. 370,000 compounds, 0.13% hits;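 active means inhibition above the mean of compounds falling within the control limits plus 3 SD of them, cut at about 14% in these data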;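 further: 0% = plate median of compound wells and 100% = 10 µM Aha-Tn7 peptide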
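Also added: labelled Tn7 tracer, 0.1 µM; Assay system: human fibrin DD(E) protein; Amount: 2 µM fibrin DD(E); Schedule: 10 min compound pre-incubation, 3 h probe incubation at room temperature; Repeats: one replicate per compound; Read-out basis: percent inhibition; Measured by: fluorescence polarization of the labelled Tn7 tracer.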
ARFGAP1 inh – inhibits rat ARF GTPase activating protein 1; Q62848; Arfgap1-stimulated ARF1 GTP hydrolysis, GDP FP detection; inhibition, % at 16.5 µM; 360,000 compounds, 0.26% hits; AID 651572;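 active means inhibition above a per-plate limit, mean inhibition of low control wells plus 3 SD, cut at about 25% in these data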;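 further: 0% = DMSO wells with enzyme and 100% = wells lacking Arfgap1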
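Material: rat Arfgap1 catalytic domain, aa 1-136; also added: human ARF1(Δ1-17)-GTP substrate; compound dosing: one concentration, 16.5 µM, DMSO 1.26%; incubation: GTP hydrolysis reaction 2 h at 25 °C; measured by: Tracer-displacement fluorescence polarization with EDTA stop, 620/688 nm; evaluation: % inhibition from polarization; repeats: one replicate per compound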
TDP2 inh – TDP2 (human) inhibition, absorbance primary screen; recombinant TDP2, T5PNP hydrolysis, p-nitrophenol absorbance 415 nm; inhibition, % at 12.8 µM; 370,000 compounds, 0.34% hits; AID 720702;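 active means inhibition above the mean of all tested compounds plus 3 SD, set per campaign, cut at about 25% in these data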;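 further: 0% = DMSO with enzyme and 100% = buffer with substrate but no TDP2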
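Incubation: 2 h at 37 °C; Test system: recombinant human TDP2; Quantity: enzyme 120 nM; Read-out basis: percent inhibition; Medium: 50 mM Tris-HCl pH 7.5 with Mg2+, KCl, DTT, BSA; Repeats: single replicate; Compound: 12.8 µM single point, 1% DMSO; Signal: epi absorbance; Reagent: 5 mM T5PNP chromogenic substrate; Benchmarks: no-enzyme high, DMSO-plus-enzyme low.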
Tn6 DDE FP – disrupts Tn6 cyclic peptide binding to fibrin D-Dimer-E complex. P02675. Fibrin DD(E) TRITC-Tn6 fluorescence polarization displacement. inhibition, % at 8.3 µM. 370,000 compounds, 0.21% hits;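 active means inhibition above a per-campaign cutoff: mean of compounds within control limits plus 3 SD, cut at about 15% in these data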;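 further: 0% = median of all compound wells on the plate and 100% = blocking peptide control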
ADAM10 inh – inhibits human ADAM10; 370,000 compounds, 0.62% hits; inhibition, % at 7 µM; recombinant ADAM10, EDANS/DABCYL FRET peptide cleavage, 3 h; O14672;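 active means inhibition above a per-campaign cutoff equal to the mean of compounds falling between control-based bounds plus 3 SD, cut at about 20% in these data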;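 further: 0% = DMSO wells while the 100% control is not disclosed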
ASAP1 inh – inhibitors of human ASAP1 ArfGAP activity; ASAP1-stimulated ARF1 GTP hydrolysis, GDP FP detection; 360,000 compounds, 0.19% hits; Q9ULH1; inhibition, % at 16.5 µM; in the data active means inhibition above about 25%;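 further: 0% = vehicle with enzyme and substrate and 100% = no enzyme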
PLC-gamma1 inh – blocks human PLC-gamma1 enzyme activity; purified PLC-gamma1, fluorogenic substrate, fluorescence; inhibition, % at 12.2 µM; P19174; 370,000 compounds, 0.84% hits; in the data active means inhibition above about 9.5%
Target sequence (P19174 whole entry, looked up): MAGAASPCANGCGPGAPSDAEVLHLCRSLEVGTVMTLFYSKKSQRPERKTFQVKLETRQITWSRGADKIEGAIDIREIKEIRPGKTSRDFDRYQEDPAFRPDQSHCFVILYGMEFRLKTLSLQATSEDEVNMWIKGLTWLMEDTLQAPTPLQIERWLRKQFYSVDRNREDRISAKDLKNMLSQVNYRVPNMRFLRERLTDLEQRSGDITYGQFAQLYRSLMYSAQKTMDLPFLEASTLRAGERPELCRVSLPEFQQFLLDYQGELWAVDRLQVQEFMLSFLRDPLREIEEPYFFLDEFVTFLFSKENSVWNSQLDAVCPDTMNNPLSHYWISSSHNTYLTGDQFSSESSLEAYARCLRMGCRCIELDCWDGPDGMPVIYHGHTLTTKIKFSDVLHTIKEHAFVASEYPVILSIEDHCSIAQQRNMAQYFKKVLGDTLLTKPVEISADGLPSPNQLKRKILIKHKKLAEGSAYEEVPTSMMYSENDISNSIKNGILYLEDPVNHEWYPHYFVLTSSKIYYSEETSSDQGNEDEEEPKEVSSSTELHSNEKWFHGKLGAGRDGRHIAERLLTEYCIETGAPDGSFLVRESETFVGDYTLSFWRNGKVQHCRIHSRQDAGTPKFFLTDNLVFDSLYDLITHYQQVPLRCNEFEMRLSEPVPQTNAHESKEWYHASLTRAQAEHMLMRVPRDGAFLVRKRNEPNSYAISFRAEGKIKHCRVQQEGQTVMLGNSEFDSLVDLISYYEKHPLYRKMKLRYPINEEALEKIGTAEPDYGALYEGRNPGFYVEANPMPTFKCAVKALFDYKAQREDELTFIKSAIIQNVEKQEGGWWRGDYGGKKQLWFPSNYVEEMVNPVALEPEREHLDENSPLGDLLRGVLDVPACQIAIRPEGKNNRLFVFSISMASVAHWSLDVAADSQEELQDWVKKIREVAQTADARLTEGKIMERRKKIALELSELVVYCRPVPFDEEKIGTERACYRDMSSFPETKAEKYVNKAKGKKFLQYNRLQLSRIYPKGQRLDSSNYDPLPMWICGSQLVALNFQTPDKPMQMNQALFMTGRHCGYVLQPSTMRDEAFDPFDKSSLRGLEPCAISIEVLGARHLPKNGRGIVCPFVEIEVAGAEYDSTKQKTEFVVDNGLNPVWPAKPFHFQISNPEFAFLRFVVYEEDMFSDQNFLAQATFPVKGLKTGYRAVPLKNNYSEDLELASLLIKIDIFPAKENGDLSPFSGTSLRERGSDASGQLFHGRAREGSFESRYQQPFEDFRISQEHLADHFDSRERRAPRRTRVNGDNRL
ADAM17 inh – ADAM17 inhibition, QFRET primary screen; P78536; recombinant ADAM17, EDANS/DABCYL FRET peptide cleavage; inhibition, % at 6.95 µM; 370,000 compounds, 0.83% hits; AID 720648;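 active means inhibition above the mean of compounds lying between control limits plus 3 SD, set per campaign, cut at about 8.5% in these data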;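 further: 0% = DMSO-only wells as the low control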
KLK7 zymogen act – activators of human kallikrein-7 zymogen; purified proKLK7, EDANS-DABCYL substrate fluorescence; 100% is mature enzyme control, 0% vehicle; 370,000 compounds, 0.9% hits; P49862; AID 652039; activation, % at 7 µM;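 active means activation above the mean of all tested compounds plus 3 SD, computed per campaign excluding outliers beyond control limits, cut at about 13% in these data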
LEDGF integ inh – blocks HIV-1 LEDGF/p75-dependent DNA integration; 370,000 compounds, 0.64% hits; AID 743269; TR-FRET IN-LEDGF/p75 DNA integration, Eu/Cy5; inhibition, % at 3.7 µM;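 active means inhibition above the screen-wide mean plus 3 SD, cut at about 13% in these data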;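 further: signal is the Cy5 over europium emission ratio at 671 and 618 nm; 0% = plate median of compound wells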
* = called active by the depositor; . = not tested or not shown.

SMILES	Tn7 DDE FP	ARFGAP1 inh	TDP2 inh	Tn6 DDE FP	ADAM10 inh	ASAP1 inh	PLC-gamma1 inh	ADAM17 inh	KLK7 zymogen act	LEDGF integ inh
Cc1cccc(N2C(=O)CC(Sc3nnc(C)s3)C2=O)c1 (configuration not stated)	3	0	8	5	-1	3	0	-5	0.3	-1
CCN1C(=O)C(CC(=O)NC)N(NC(=O)c2ccccc2)C1=S (configuration not stated)	0	7	-1	11	2	-8	1	-5	1.0	-3
COc1ccc(N(CC(=O)Nc2cccc3ccccc23)S(C)(=O)=O)c(OC)c1	-7	8	-11	-4	1	-9	3	0	0.2	7
COc1ccc(C(CC(=O)O)NC(=O)C2CCCCC2)cc1 (configuration not stated)	6	-7	-5	-4	0	5	3	-1	-0.6	-3
COc1cc(/C=C(\C#N)c2ccccn2)ccc1OCC(=O)Nc1c(Cl)cccc1Cl	-5	29*	-7	1	-24	10	-15	-10	-16	4
O=C(COC(=O)CCC(=O)c1cccs1)NC(=O)c1ccc(OC(F)F)cc1	-5	0	3	4	-11	-10	-2	-7	-0.2	-3
Cc1ccc2c(C)c(C(=O)Nc3cccnc3)oc2c1C	12	2	-5	1	5	6	0	-2	0.2	-5
Cc1ccc(C(=O)C2C(=O)c3ccccc3C2=O)cc1	5	5	5	-7	1	6	-3	-4	0.7	-1
COc1ccc(-c2noc(-c3ccc(Br)o3)n2)cc1OC	-4	8	-2	6	6	-5	2	2	-0.5	3
Cc1ccc(S(=O)(=O)N2CCC(=O)N(C(COCc3cccc(C(F)(F)F)c3)Cc3ccccc3)CC2)cc1 (configuration not stated)	-8	2	4	5	13	-11	2	6	1.0	-3
O=C(Nc1ccc(N2CCN(C(=O)c3ccco3)CC2)cc1)c1cc(Br)ccc1Cl	-1	12	1	5	-11	4	1	2	1.3	-2
Cn1nc(C(=O)Nc2sccc2C(N)=O)ccc1=O	4	6	-2	-8	11	1	1	2	-0.5	-1
O=C(COC(=O)c1ccccc1)Nc1cc(Cl)ccc1Oc1ccccc1	-5	7	8	-10	4	12	-2	1	0.2	-4
Cc1c(C(=O)O)sc2ncn(C)c(=O)c12	-2	1	-14	0	-8	-13	14*	-4	0.0	-82
O=C(/C=C/c1ccc([N+](=O)[O-])cc1)N1CCN(Cc2ccccc2)CC1	4	-5	3	-7	-1	-10	3	-1	0.2	5
Cc1cc(Cl)c2oc(C(=O)N(C)CC3CCOCC3)c(C)c2c1	-8	11	-6	-2	-4	-9	4	-1	-0.1	3
COc1ccc(CCNS(=O)(=O)c2c(N)n(C)c(=O)n(C)c2=O)cc1OC	1	2	11	3	-2	7	1	-1	0.0	-2
CCN1CCN(c2ccc(S(=O)(=O)N3CCOCC3)cc2NC(=O)/C=C/c2ccc(C)cc2)CC1	5	20	-14	3	-5	7	-8	-2	-0.7	-3
COC(=O)C[C@H]1CC[C@@H]2[C@@H](COc3ccc(NS(=O)(=O)c4ccccc4Cl)cc3C(=O)N2C)O1	-1	.	5	2	0	.	-1	0	-0.3	0
COc1ccc(CN(C)C(=O)c2cccc(S(=O)(=O)NCc3ccccc3)c2)cc1F	0	10	-4	0	-3	2	0	0	0.5	4
C=CCN1C(=O)c2ccc(C(=O)N3CCN(S(=O)(=O)c4ccc(C(C)C)cc4)CC3)cc2C1=O	3	5	-1	0	5	0	4	-2	-0.1	-4
CN1CCN(CCC(=O)N/N=C/c2ccccc2F)CC1	-3	-3	-1	6	-3	-3	3	-3	-0.8	4
CC(C)[C@H](NC(=O)c1ccc(Cl)c(Cl)c1)C(=O)N1CCC[C@H]1C(=O)NCCc1ccccc1Cl	-4	-1	-1	6	7	7	2	2	0.8	1
CS(=O)c1ccccc1O (configuration not stated)	-1	-1	-3	2	5	5	0	2	-0.4	3
COCCn1c(C)cc(C(=O)CN2C(=O)NC3(CCCCCCC3)C2=O)c1C	4	3	-1	-6	-6	16	-1	-4	-0.4	2

Sorted by length of the SMILES (ascending): some entries from above.
SMILES	Tn7 DDE FP	ARFGAP1 inh	TDP2 inh	Tn6 DDE FP	ADAM10 inh	ASAP1 inh	PLC-gamma1 inh	ADAM17 inh	KLK7 zymogen act	LEDGF integ inh
CN1CCN(CCC(=O)N/N=C/c2ccccc2F)CC1	-3	-3	-1	6	-3	-3	3	-3	-0.8	4
Cc1ccc2c(C)c(C(=O)Nc3cccnc3)oc2c1C	12	2	-5	1	5	6	0	-2	0.2	-5
COc1ccc(C(CC(=O)O)NC(=O)C2CCCCC2)cc1 (configuration not stated)	6	-7	-5	-4	0	5	3	-1	-0.6	-3
CCN1C(=O)C(CC(=O)NC)N(NC(=O)c2ccccc2)C1=S (configuration not stated)	0	7	-1	11	2	-8	1	-5	1.0	-3
O=C(COC(=O)c1ccccc1)Nc1cc(Cl)ccc1Oc1ccccc1	-5	7	8	-10	4	12	-2	1	0.2	-4
COCCn1c(C)cc(C(=O)CN2C(=O)NC3(CCCCCCC3)C2=O)c1C	4	3	-1	-6	-6	16	-1	-4	-0.4	2
O=C(COC(=O)CCC(=O)c1cccs1)NC(=O)c1ccc(OC(F)F)cc1	-5	0	3	4	-11	-10	-2	-7	-0.2	-3
COc1ccc(CCNS(=O)(=O)c2c(N)n(C)c(=O)n(C)c2=O)cc1OC	1	2	11	3	-2	7	1	-1	0.0	-2
COc1ccc(N(CC(=O)Nc2cccc3ccccc23)S(C)(=O)=O)c(OC)c1	-7	8	-11	-4	1	-9	3	0	0.2	7
O=C(Nc1ccc(N2CCN(C(=O)c3ccco3)CC2)cc1)c1cc(Br)ccc1Cl	-1	12	1	5	-11	4	1	2	1.3	-2
CCN1CCN(c2ccc(S(=O)(=O)N3CCOCC3)cc2NC(=O)/C=C/c2ccc(C)cc2)CC1	5	20	-14	3	-5	7	-8	-2	-0.7	-3
C=CCN1C(=O)c2ccc(C(=O)N3CCN(S(=O)(=O)c4ccc(C(C)C)cc4)CC3)cc2C1=O	3	5	-1	0	5	0	4	-2	-0.1	-4
Cc1ccc(S(=O)(=O)N2CCC(=O)N(C(COCc3cccc(C(F)(F)F)c3)Cc3ccccc3)CC2)cc1 (configuration not stated)	-8	2	4	5	13	-11	2	6	1.0	-3

Next compounds:
SMILES	Tn7 DDE FP	ARFGAP1 inh	TDP2 inh	Tn6 DDE FP	ADAM10 inh	ASAP1 inh	PLC-gamma1 inh	ADAM17 inh	KLK7 zymogen act	LEDGF integ inh
O=C(Cc1ccc(S(=O)(=O)N2CCOCC2)s1)N1CCN(S(=O)(=O)c2cccc([N+](=O)[O-])c2)CC1	-5	8	20	5	3	-2	2	0	-0.4	6
CN(C)C(CNC(=O)c1cccc(OC(F)F)c1)c1ccco1 (configuration not stated)	0	-7	-1	3	-6	4	-3	-4	0.4	11
CN(C)S(=O)(=O)c1ccc(N2CCCC2)c(C(=O)NNC(=O)c2ccccc2)c1	3	-10	12	-1	-18	-6	-2	-2	0.8	-5
CCCCCC(O)CCC(=O)NNC1=CC(=O)CC(C)(C)C1 (configuration not stated)	-2	1	8	-4	-15	-4	-10	-7	-0.3	0
CCCCCCCCN1[C@@H](CC(=O)OCC)c2ccc(C(F)(F)F)cc2S1(=O)=O	0	-9	-7	-1	2	0	2	-2	-0.4	-1
Cc1ccc(C(=O)N/C(=C\c2ccc(F)cc2)C(=O)NCCCn2ccnc2)cc1	2	2	8	-3	-2	6	-3	-3	0.3	-1
Cn1c(=O)c([N+](=O)[O-])c(NCc2ccc3c(c2)OCO3)c2ccccc21	-3	-2	13	0	3	-7	-5	0	-0.2	0
CCOC(=O)N1CCN(C(C(=O)NC2CCCC2)c2ccco2)CC1 (configuration not stated)	-3	-10	-5	-4	-2	-2	1	-1	0.1	1
COc1cc(C2C(C(=O)c3cc4ccccc4o3)=C(O)C(=O)N2CCN2CCOCC2)ccc1OCCC(C)C (configuration not stated)	1	-7	-4	0	-1	-2	-27	-4	-0.4	-7
COc1ccc(CC(=O)N2CCN(c3ccc(F)cc3)CC2)cc1	3	6	-5	4	-7	3	-8	-3	-0.6	-3
COc1cccc(/C=C/C(=O)OCC(=O)Nc2ccc3c(c2)OCCO3)c1	-3	11	-3	-8	-50	13	-21	-6	0.8	-2
CCN(CC)S(=O)(=O)c1ccc(NC(=O)Cn2c(=O)oc3ccccc32)cc1	7	7	5	1	-7	-4	-4	-3	-0.9	-1
C[C@H]1CN([C@@H](C)CO)C(=O)CCCn2nncc2CO[C@@H]1CN(C)S(=O)(=O)c1ccc(Oc2ccccc2)nc1	-1	3	-1	3	-14	4	2	-4	0.7	26*
CCCn1c(NCc2ccc(C)o2)nc2ccccc21	5	2	-1	2	-20	7	-4	-6	0.3	-2
COc1ccc2ccccc2c1/C=N/NC(=O)c1ccccc1F	5	-2	-7	-2	-8	-3	0	-2	-0.2	-2
CN(c1ccccc1)S(=O)(=O)c1ccc(C(=O)Nc2cccc(S(=O)(=O)N3CCOCC3)c2)cc1	1	16	-1	-14	1	-3	4	0	-0.4	-2
O=C(c1ccc(N2CCCC2)c([N+](=O)[O-])c1)N1CCN(S(=O)(=O)c2ccccc2)CC1	1	-8	-11	0	3	2	5	2	0.5	0
CC(=O)N1CCN(C(=O)Cn2c(=O)oc3ccccc32)CC1	-2	7	6	-5	-4	-2	-1	-5	-0.5	-1
O=C(COC(=O)C1CC1)NCc1ccccc1Cl	-2	-3	-3	-1	-3	18	1	-2	0.3	1
